ABHD5-PLIN5 inh: inhibitors of human ABHD5-perilipin-5 interaction; inhibition, % at 4 µM; 360,000 compounds, 0.78% hits; Q00G26+Q8WTS1; Split G. princeps luciferase complementation, luminescence, 4 h;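 active means inhibition above the mean inhibition across every tested compound plus 3 SD, cut at about 22% in these data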;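 further: 0% = DMSO only wells and the 100% control is not disclosed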
NCOA2 inhibitor: human SRC2 (NCOA2) inhibition | 370,000 compounds, 0.17% hits | Q15596 | inhibition, % at 9 µM | HEK293 GAL4-SRC2 luciferase reporter, luminescence;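 active means inhibition above the mean inhibition of all tested compounds plus 3 SD, set per campaign, cut at about 52% in these data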;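 further: 0% = DMSO treated cells and 100% = cells given Gossypol at 36 µM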
SRC1 inh: inhibitors of human steroid receptor coactivator 1 (SRC1). 360,000 compounds, 0.12% hits. Q15788. AID 588354. inhibition, % at 3.6 µM. HEK293 GAL4-SRC1 luciferase reporter, luminescence;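 active means inhibition above the campaign mean plus 3 SD, with each screening campaign given its own cutoff, cut at about 60% in these data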;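 further: 0% = DMSO treated cells and 100% = gossypol at 36 µM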
NOD2 RIPK2 PPI: NOD2-RIPK2 protein interaction inhibition | CHO BLA complementation NOD2-RIPK2, CCF4 ratio | inhibition, % at 4.98 µM | 360,000 compounds, 0.38% hits; in the data active means inhibition above about 21%;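 further: 0% = vehicle only and 100% = reference blocker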
TWEAK Fn14 block: TWEAK-Fn14 signaling inhibition | TWEAK-stimulated Fn14 reporter cells, luciferase luminescence, 8 h | inhibition, % at 10 µM | 360,000 compounds, 2% hits | AID 1159606; in the data active means inhibition above about 50%
Exocytosis inh: blocks lytic granule exocytosis; AID 651702; TALL-104 LAMP-1 surface exposure, flow cytometry; cells stimulated with thapsigargin and PMA; inhibition, % at 10 µM; 360,000 compounds, 0.66% hits;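 active means inhibition above about 55%, limit read from the data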
COUP-TFII inh: blocks human COUP-TFII nuclear receptor. inhibition, % at 8.6 µM. 370,000 compounds, 0.7% hits. HEK293T NGFI-A luciferase reporter, luminescence. P24468;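 active means inhibition above a per-plate cutoff, mean inhibition of test wells between control levels plus 3 SD, cut at about 38% in these data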;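 further: cells cotransfected with COUP-TFII expression vector driving the NGFI-A reporter; 0% = median of COUP-TF2 test wells and 100% = reporter-only cells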
SRC3 inh: inhibits human SRC3 coactivator | Q9Y6Q9 | HEK293 GAL4-SRC3 luciferase reporter, luminescence | inhibition, % at 3.6 µM | 360,000 compounds, 0.17% hits;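 active means inhibition above a per-campaign cutoff, the mean of all compounds plus 3 SD, cut at about 60% in these data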;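 further: 0% = DMSO-treated cells and 100% = gossypol-treated cells at 36 µM; higher means less SRC3-driven luciferase light from the GAL4 reporter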
NR5A2 inv ag: NR5A2 inverse agonism in reporter assay | O00482 | HEK293T StAR-luciferase reporter, LRH-1 transfected, 24 h | inhibition, % at 3.6 µM | 360,000 compounds, 0.13% hits;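 active means inhibition above the mean inhibition of all tested compounds plus 3 SD, cut at about 73% in these data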;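 further: 0% = DMSO wells and 100% = reporter-only cells lacking LRH-1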
TLR9-MyD88 block: blocks human TLR9 binding to MyD88; Q9NR96+Q99836; CHO BLA complementation TLR9-MyD88, CCF4 FRET ratio; inhibition, % at 4.98 µM; 340,000 compounds, 0.21% hits; AID 504734;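 active means inhibition above the mean over all tested compounds plus 3 SD, cut at about 21% in these data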;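 further: 0% = DMSO only wells and 100% = clavulanate BLA inhibitor control wells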
TROY NFkB inh: blocks TROY-dependent signaling in reporter cells | 360,000 compounds, 0.98% hits | Q293 LMP1-TROYcd NF-kB luciferase reporter, 4 h | inhibition, % at 10 µM | AID 1347056;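 active means compounds whose plate-normalised and pattern-corrected inhibition of the luciferase reporter signal at the single screening dose is 50% or more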
* hit, by the source's call; nt = no result given. An excerpt (hit frequency here may not be typical).

The line under a structure holds: ABHD5-PLIN5 inh	NCOA2 inhibitor	SRC1 inh	NOD2 RIPK2 PPI	TWEAK Fn14 block	Exocytosis inh	COUP-TFII inh	SRC3 inh	NR5A2 inv ag	TLR9-MyD88 block	TROY NFkB inh
O=C(OCC(=O)c1ccc(Cl)s1)c1cncc(Br)c1
→ -14	-1	1	-7	4	-1	-23	2	0	-23	-7
CC(C)CC(NC(=O)c1cccs1)c1nnc(SCc2ccc(Cl)c(Cl)c2)n1C (stereo not given)
→ 2	5	-9	-2	29	18	-6	-2	-10	-10	24
CSc1ccc(C(=O)C2CCCN(S(=O)(=O)N(C)C)C2)cc1 (stereo not given)
→ 0	-2	-14	5	-9	-1	6	8	9	14	2
Cc1ccc(NC(=O)C(c2ccccc2)N2CCN(C(=O)c3ccco3)CC2)cc1Cl (stereo not given)
→ 3	-23	-21	-4	0	1	-15	14	-20	3	-51
CC(=O)c1sc(-c2ccc(Cl)cc2)cc1N
→ -2	-9	-25	18	-2	7	-21	-5	-11	4	-25
S=C(Nc1ccccc1)N1CCOCCOCCN(C(=S)Nc2ccccc2)CCOCCOCC1
→ 10	-4	-12	-2	-6	27	-7	19	-12	0	-31
CC1CCCC(NC(=O)CN2C(=O)NC(C)(c3cc(F)ccc3F)C2=O)C1C (stereo not given)
→ -4	-3	-4	5	-5	3	-10	-5	8	5	11
C[C@@H](C(=O)NCCc1ccccc1F)N1C(=O)N2CCc3c([nH]c4ccccc34)[C@@]2(C)C1=O
→ -1	6	-19	3	9	-5	-3	3	-5	2	2
CC(C)Cn1c(-c2ccccc2)nc(=S)c2c1CCCC2
→ -4	-9	6	-3	9	4	4	15	-18	-2	-3
CC/C(O)=N\S(=O)(=O)c1ccc(N=NN(C)C)cc1
→ 0	-21	-1	0	9	5	-4	-13	-3	2	7
O/N=C/c1ccccc1Oc1ccccc1
→ -2	15	-3	-9	8	-2	11	6	39	-7	10
Cc1ccc(-c2ccc3c(c2)O[C@H](CN(C)Cc2cncnc2)[C@@H](C)CN([C@H](C)CO)S3(=O)=O)cc1
→ -4	-4	5	-9	-15	-4	10	1	5	-2	-4
COc1ccccc1OCCNC(=O)C1CC(=O)N(c2cccc(SC)c2)C1 (stereo not given)
→ 8	-5	1	-5	3	1	2	11	7	1	8
O=C(CCCc1c[nH]c2ccccc12)N1CCN(c2ccc(N3CCOCC3)nn2)CC1
→ 8	1	6	8	-11	8	9	15	15	-2	7
c1cc2[nH]c3ccncc3c2cn1
→ 0	23	21	6	10	2	11	18	-10	0	1
COc1cccc(NC(=O)c2oc3ccccc3c2NC(C)=O)c1
→ 3	nt	-71	-3	-17	2	nt	-95	-61	6	-39
O=C1c2ccccc2NC(c2ccc(O)c(O)c2)N1c1ccccc1Cl (stereo not given)
→ -10	-50	0	4	-7	-9	5	-18	-23	-19	4
Cc1ccc(C(=O)CC(C(=O)O)n2cncn2)cc1 (stereo not given)
→ 2	-5	-8	-6	3	4	6	-15	13	-3	-6
OC[C@@H]1CN(Cc2cccs2)C[C@H](n2cnc3c(N4CCCC4)ncnc32)O1
→ 1	5	5	-7	6	1	1	14	-19	nt	-13
Cc1ccncc1C(N)=O
→ 1	0	3	-8	9	-4	7	9	-15	7	16
Cc1cccnc1Nc1nc(-c2ccccn2)cs1
→ 5	13	-175	12	101*	0	-30	-172	26	9	-29
Cc1ccc(NC(=O)c2ccc(Cl)c(S(=O)(=O)N3CCCCC3)c2)nc1
→ -5	16	-13	10	17	2	9	26	13	6	-4
Cc1ccc(C2c3c(oc4ccccc4c3=O)C(=O)N2CCCN2CCOCC2)o1 (stereo not given)
→ 0	-14	-16	1	23	-4	-13	-13	8	-4	-13
CCN(CC)S(=O)(=O)c1ccc(C(=O)Nc2nnc(COC)o2)cc1
→ 5	3	1	4	-15	0	-16	9	0	-5	9
Cc1cc(=O)oc2cc(NC(=O)Cc3ccccc3)ccc12
→ 0	-35	-17	-3	-22	3	-27	-16	-47	-2	-14
O=C1NC[C@@H](CCCCN2C[C@H](Cc3ccc(O)cc3)N(Cc3ccccc3)C(=O)C2=O)N(CC2CCCCC2)C1=O
→ -8	8	nt	1	7	-3	-4	nt	-7	nt	3
COc1ccc(CCNC(=S)NC(=O)c2ccccc2)cc1OC
→ -5	6	-22	-1	-8	1	5	12	6	10	19
O=C(NC(=S)Nc1ccccc1Br)C1CCC1
→ 6	-40	-25	-6	5	-6	-25	-30	-10	-13	-49
Cc1ccc(NC(=O)C/C(N)=N/OC(=O)Nc2ccc(C)c(Cl)c2)cc1
→ -11	-5	-7	-18	-19	-5	-36	-20	-44	12	-49
O=C(Cc1ccccc1[N+](=O)[O-])c1ccc2c(c1)OCO2
→ -2	2	-45	-8	9	-2	-34	-65	-18	-13	-45

Further structures follow.
The line under a structure holds: ABHD5-PLIN5 inh	NCOA2 inhibitor	SRC1 inh	NOD2 RIPK2 PPI	TWEAK Fn14 block	Exocytosis inh	COUP-TFII inh	SRC3 inh	NR5A2 inv ag	TLR9-MyD88 block	TROY NFkB inh
COc1ccc(C)c2sc(=NC(=O)c3ccccc3)n(C)c12
→ -6	-35	-25	-2	-15	19	-58	-43	-43	13	-32
CN(C)c1nc2c(c(=O)[nH]c(=O)n2C)n1Cc1ccccc1Br
→ 6	-29	4	-10	-12	-1	-18	-5	-6	-11	3
C[C@H](CO)N1C[C@H](C)[C@@H](CN(C)S(=O)(=O)c2ccc3c(c2)OCCCO3)OCc2cnnn2CCCC1=O
→ 4	1	0	-3	10	7	9	0	-7	-9	-3
COc1cccc2oc(-c3ccco3)cc(=O)c12
→ 11	-51	-49	-7	-29	-2	-36	-97	-70	-5	-28
COc1ccccc1S(=O)(=O)Cc1ccc(C(=O)NCc2ccco2)o1
→ 9	13	8	-5	29	-8	-5	18	5	-12	1
Cc1ccc(-c2[nH]nc3c2C(c2cccnc2)C(C#N)=C(N)O3)cc1 (stereo not given)
→ -1	-27	-10	-5	1	-1	-3	10	11	6	19
Cc1ccc(SCC(=O)OCC(=O)NCc2cccs2)cc1C
→ -5	4	4	-7	-8	4	-1	-7	14	-1	-3
CC1Cc2ccccc2N1C(=O)COC(=O)CCc1nc2ccccc2c(=O)[nH]1 (stereo not given)
→ -3	-33	1	-1	13	-4	-11	1	-2	0	-6
CC(=O)Nc1ccc(-n2nnnc2SCC(=O)NC2CCCC2)cc1
→ 0	1	-7	8	1	-2	-8	-8	15	-4	0
COc1ccc(/C=N/N2CCN(Cc3ccccc3)CC2)cc1
→ -11	28	1	0	21	-8	-4	-51	4	-8	-2
CCOc1ccc(NS(=O)(=O)c2ccc(C(=O)N(C)CC(=O)Nc3cccc(OC)c3)cc2)cc1
→ -2	-1	-4	-5	5	-3	36	20	13	4	11
CCCCC(C(=O)OCC(=O)c1ccc(OC)cc1)N1C(=O)c2ccccc2C1=O (stereo not given)
→ -4	-2	17	-4	-4	-1	12	-1	15	5	15
N#CC1(NC(=O)COC(=O)Cc2n[nH]c(=O)c3ccccc23)CCCCC1
→ 5	-47	0	5	4	-2	10	-13	21	-2	14
CCOC(=O)/C(C#N)=C1/CCCCCN1C
→ -7	-21	-9	-6	20	0	-23	-46	12	-2	-18
CC[C@@H](C(=O)[C@@H](C)[C@@H](O)[C@H](C)CCc1ccc(C)c(O)c1C(=O)O)[C@H]1O[C@](CC)([C@H]2CC[C@](O)(CC)[C@H](C)O2)C[C@@H]1C
→ -2	9	-1	-13	86*	-1	-39	53	52	0	76*
CN1C(=O)c2ccc(C(=O)Nc3ccc4c(c3)OCO4)cc2C1=O
→ 3	18	4	-12	-14	-2	-6	11	-5	2	-36
Cc1ccc(/C=C/c2ccc(=O)n(Cc3ccc(Cl)cc3Cl)n2)cc1
→ -3	-5	-6	-10	1	-2	-12	6	20	-3	16
O=C(CSc1ccccn1)Nc1nonc1[N+](=O)[O-]
→ 6	23	-16	31*	69*	59*	3	6	42	15	68*
N#C/C(=C(/O)CN1CCN(c2ccccc2F)CC1)c1nc(-c2ccc(Cl)cc2)cs1
→ -7	10	8	-16	6	-1	10	-1	-21	-5	-16
O=C(NN1C(=O)c2ccccc2NC1c1ccc([N+](=O)[O-])o1)c1ccccc1 (stereo not given)
→ 3	-6	-6	0	8	2	-8	-7	9	14	10
CC1CCCN(CC(=O)Nc2ccc(S(=O)(=O)NC3CCCCC3)cc2)C1 (stereo not given)
→ 9	-16	12	-39	10	1	24	22	24	-4	-13
O=C(Nc1cc(Cl)cc(Cl)c1)N1CCCN(Cc2ccccc2)CC1
→ 5	-11	7	-3	-16	16	-5	15	-15	0	-19
Cc1cccc(C)c1-n1c(=O)n(Cc2ccccc2)c(=O)c2[nH]cnc21
→ 1	-30	-2	-8	4	-1	6	-4	-4	-3	10
CCOC(=O)[C@H]1[C@H]2COc3cc(OC)ccc3[C@@H]2N2C(=O)N(c3ccc(Br)cc3)C(=O)[C@@]12C
→ -6	nt	-3	-10	-7	-16	nt	-23	-3	-9	9
O=C(c1cc(Cl)nc2ccccc12)N(Cc1nnc(-c2ccccc2Cl)o1)C1CC1
→ -2	1	-27	-1	4	-2	-1	4	5	5	18
O=C(C1=C[C@H](c2ccccc2)C[C@H](OCCCCO)O1)N1CCN(Cc2ccccc2)CC1
→ -4	6	-2	4	-4	0	7	0	-2	7	-1
O=C(CSc1nccn1-c1cccc(Cl)c1)Nc1ccc2c(c1)OCCO2
→ 7	9	-12	-9	7	2	2	3	-21	-7	-21
O=c1c(Sc2ccccc2)c(C(F)(F)F)[nH]n1-c1ccccc1
→ -1	-18	8	-10	7	20	3	17	25	2	53*
CCc1ccc2[nH]c(=O)c(CN(CCO)C(=O)NCc3ccccc3)cc2c1
→ 0	11	-3	-1	-23	2	25	1	15	1	4
Cc1[nH]c2ccccc2c1C(=O)COc1ccccc1F
→ -3	-25	4	2	-36	1	-16	-19	-50	3	-76

(more compounds)
The line under a structure holds: ABHD5-PLIN5 inh	NCOA2 inhibitor	SRC1 inh	NOD2 RIPK2 PPI	TWEAK Fn14 block	Exocytosis inh	COUP-TFII inh	SRC3 inh	NR5A2 inv ag	TLR9-MyD88 block	TROY NFkB inh
COC(=O)C(NC(=O)Nc1ccccc1OC)C(C)C (stereo not given)
→ 0	-16	-3	2	-4	2	7	5	12	16	-11
CC(C)N1C/C(=C/c2ccsc2)C(=O)/C(=C/c2ccsc2)C1
→ 28*	-49	12	0	14	1	47*	11	9	7	18
NNC(=O)CC1=NNC(=O)C1
→ 5	-37	-2	-11	-9	0	-4	0	22	-2	8
CCOC(=O)Cc1csc(NC(=O)Cc2ccccc2[N+](=O)[O-])n1
→ 3	-23	-12	10	5	-7	-12	-7	-13	-3	-11
Cc1ccc(N2CC(C(=O)OCC(=O)Nc3ccc(Cl)cc3)CC2=O)cc1 (stereo not given)
→ 3	-45	-4	-5	2	-1	6	6	-10	-5	6
O=[N+]([O-])c1ncccc1OCc1ccccc1Br
→ 5	6	14	-11	15	-3	-10	3	-12	-3	5
O=C1C(c2ccccc2)CN1Cc1ccccc1 (stereo not given)
→ 0	-62	-12	-2	-22	6	-16	-16	-11	nt	-10
COC(=O)CN1C(=O)Nc2ccc(C)cc2C1c1ccccc1 (stereo not given)
→ -1	-8	-2	7	-10	9	14	6	3	3	-10
O=C(NNC(=O)C1CCCC1)c1ccc(F)cc1
→ 1	-27	-18	0	38	5	9	7	18	6	16

Bioassay records from PubChem BioAssay.
